# Bioassay records deposited in PubChem by several laboratories.
# M1 PAM = human M1 muscarinic receptor positive allosteric modulators, primary screen, CHO-K1 cells, Fluo-8 calcium fluorescence, 1536-well. CHO-K1 hM1, ACh EC20; 0% = ACh EC20, 100% = maximal ACh. activation, % at 3 µM. 0.088% of 360,000 active; in the data active means activation above about 19%, passing the limit was not always enough
# Target sequence (P11229 whole entry, looked up): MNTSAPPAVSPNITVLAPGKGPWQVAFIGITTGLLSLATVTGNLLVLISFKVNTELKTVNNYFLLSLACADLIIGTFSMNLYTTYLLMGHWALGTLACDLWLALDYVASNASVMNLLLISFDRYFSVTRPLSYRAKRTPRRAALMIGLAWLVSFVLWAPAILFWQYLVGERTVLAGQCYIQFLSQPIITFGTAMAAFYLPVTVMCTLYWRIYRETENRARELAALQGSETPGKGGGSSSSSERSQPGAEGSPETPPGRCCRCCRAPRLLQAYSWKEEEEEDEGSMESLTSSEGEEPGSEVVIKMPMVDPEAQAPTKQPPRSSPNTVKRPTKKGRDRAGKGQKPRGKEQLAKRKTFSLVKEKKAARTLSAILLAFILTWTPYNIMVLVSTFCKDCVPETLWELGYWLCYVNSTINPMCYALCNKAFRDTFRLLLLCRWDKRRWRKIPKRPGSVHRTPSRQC
# CHRM4 PAM = human M4 muscarinic receptor positive allosteric modulators, primary screen, CHO-K1 cells, Fluo-8 calcium fluorescence. Muscarinic acetylcholine receptor M4 (Homo sapiens), P08173. CHO-K1 hM4/Gqi5, ACh EC20; 0% = ACh EC20, 100% = maximal ACh. activation, % at 3 µM. 0.4% of 360,000 active. AID 624126, 2012;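 active means activation above its plate's cutoff, the mean activation of sample wells plus 3 SD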; further: some results filed as inactive read as strong as hits
# M5 ag = human M5 muscarinic receptor agonists, primary screen, CHO-K1 cells, Fluo-8 calcium fluorescence; CHO-K1 hM5 cells; 0% DMSO wells, 100% maximal acetylcholine response; activation, % at 3 µM; 0.19% of 360,000 active; AID 624037, 2012;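 active means activation above the run's mean over test compounds plus 3 SD, cut at about 23% in these data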;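 further: signal is peak over basal fluorescence ratio across the kinetic read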
# Target sequence (P08912 whole entry, looked up): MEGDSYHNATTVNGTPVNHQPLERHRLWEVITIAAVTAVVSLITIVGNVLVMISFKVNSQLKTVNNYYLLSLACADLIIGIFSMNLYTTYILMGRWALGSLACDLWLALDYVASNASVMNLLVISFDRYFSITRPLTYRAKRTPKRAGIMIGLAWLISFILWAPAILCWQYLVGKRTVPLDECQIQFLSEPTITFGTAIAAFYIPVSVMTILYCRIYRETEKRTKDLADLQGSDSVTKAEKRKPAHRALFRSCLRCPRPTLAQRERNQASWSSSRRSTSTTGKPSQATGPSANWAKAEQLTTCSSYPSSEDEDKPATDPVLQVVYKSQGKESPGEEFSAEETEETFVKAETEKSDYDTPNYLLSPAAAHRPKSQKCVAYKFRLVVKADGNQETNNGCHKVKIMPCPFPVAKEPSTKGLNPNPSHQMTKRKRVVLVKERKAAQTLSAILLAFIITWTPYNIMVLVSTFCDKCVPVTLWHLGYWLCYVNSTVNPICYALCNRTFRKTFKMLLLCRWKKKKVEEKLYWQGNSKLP
# M4 ag = human M4 muscarinic receptor agonists, primary screen, CHO-K1 cells, Fluo-8 calcium fluorescence; AID 624127, 2012; activation, % at 3 µM; 0.14% of 360,000 active; Muscarinic acetylcholine receptor M4 (Homo sapiens), P08173; CHO-K1 hM4/Gqi5; vehicle 0%, full acetylcholine response 100%;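 active means activation above the run mean over all test wells plus 3 SD, cut at about 32% in these data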;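 further: peak over basal fluorescence ratio per well then scaled between controls; 0% = DMSO wells and 100% = acetylcholine at EC100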
# CRFBP-R2 block = antagonists of CRF-BP/CRF-R2 complex, primary screen, cell-based, HEK293, calcium dye fluorescence, uHTS; CRF-induced calcium fluorescence; inhibition, % at 11.8 µM; 0.59% of 350,000 active; AID 588475, 2011;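 active means inhibition of the ligand-induced calcium signal above about 50% at the single tested concentration, limit read from the data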
# CHRM5 PAM = human M5 muscarinic receptor positive allosteric modulators, primary screen, CHO-K1 cells, Fluo-8 calcium fluorescence; 0.3% of 360,000 active; CHO-K1 hM5, ACh EC20 PAM; 0% = ACh EC20, 100% = ACh EC100; AID 624038, 2012; activation, % at 3 µM;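 active means activation above the run cutoff, the mean activation of all test compounds plus 3 SD, cut at about 18% in these data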
#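 Probe or stimulus: acetylcholine, EC20 level; Assay system: human M5 receptor in CHO-K1 cells; Schedule: compound preincubation 140 s before EC20 acetylcholine addition; Technique: intracellular calcium via Fluo-8 fluorescence; Dosing: single-point, 3 µM nominal; Read-out basis: percent activation from peak-over-basal fluorescence ratio, scaled EC20-to-EC100 acetylcholine; Repeats: one well per compound, no replicates.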
# CHRM5 antagonist = human M5 muscarinic receptor antagonists, primary screen, CHO cells, Fluo-8 calcium fluorescence | AID 624040, 2012 | CHO-hM5 cells, ACh EC80 | Muscarinic acetylcholine receptor M5 (Homo sapiens), P08912 | 0.59% of 360,000 active | inhibition, % at 3 µM;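 active means inhibition above a per-plate cutoff, the mean of that plate's test compounds plus 3 SD, cut at about 27% in these data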;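 further: 0% = acetylcholine EC80 with DMSO and 100% = DMSO without agonist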
# CRFR2-BP ag = agonists of CRF-BP/CRF-R2 complex, primary screen, cell-based, HEK293, calcium dye fluorescence, uHTS. CRF-binding protein / CRF receptor 2 complex (human). calcium dye fluorescence (FLIPR); percent of saturating CRF peptide response. activation, % at 13.2 µM. 0.46% of 350,000 active;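 active means activation of at least 50%, plus an integration ratio under a set limit after plate pattern correction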;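 further: plate controls were neutral control wells without compound for no effect and CRF at EC100 for full effect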
# M4 antag = human M4 muscarinic receptor antagonists, primary screen, CHO cells, Fluo-8 calcium fluorescence. Muscarinic acetylcholine receptor M4 (Homo sapiens), P08173. CHO-hM4 cells, ACh EC80. inhibition, % at 3 µM. 0.73% of 360,000 active. AID 624125, 2012;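 active means inhibition above its plate's cutoff, the mean inhibition of sample wells plus 3 SD, cut at about 27% in these data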;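 further: 0% = acetylcholine EC80 with DMSO and 100% = DMSO without agonist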
# The depositor's hits bear a star; x = not tested or not shown. No enrichment for hits. Share with any hit: about 2.6%.
M1 PAM	CHRM4 PAM	M5 ag	M4 ag	CRFBP-R2 block	CHRM5 PAM	CHRM5 antagonist	CRFR2-BP ag	M4 antag	smiles
-6	1	-1	0	-11	-3	-3	14	0	CCCOc1ccc(N)cc1N
-3	7	0	-1	9	0	-2	3.9	-3	CS(=O)(=O)c1cccc(C(=O)NC(c2ccccc2)c2ccccc2)c1
13	2	0	0	-5	3	-3	-1.4	3	Cc1cccc(NC(=O)CSc2nnc(-c3ccco3)n2CC2CCCO2)n1 (stereo not given)
1	13	0	2	-14	2	-7	-2.2	-1	O=S(=O)(NCC(c1cccnc1)N1CCN(c2ccccc2)CC1)c1cc(F)ccc1F (stereo not given)
-1	3	-2	0	-3	-2	2	8.2	7	O=C(OC1CCN(c2ncc(C(F)(F)F)cc2Cl)CC1)c1cccc(C(F)(F)F)c1
-3	4	-2	2	19	-2	1	0.2	-11	COc1ccc(C(=S)N2CCN(c3cccc(Cl)c3)CC2)cc1
-6	-6	6	19	0	-26	10	-1.4	-3	COc1ccc(C(=O)Nc2cccc(-c3ccc(N4CCOCC4)nn3)c2)cc1OC
12	0	0	1	2	2	-1	-2.5	-2	COc1ccc(CC(C#N)(CO)c2nc3ccccc3[nH]2)cc1 (stereo not given)
-11	-14	-1	0	7	-5	12	1.2	15	COc1cc(C2NC(=O)NC(C)=C2C(=O)OCC2CCCO2)cc(OC)c1OC (stereo not given)
-8	8	0	1	70*	4	0	0.9	-4	CCOc1ccccc1-n1c(C)nc2cc(C(=O)O)ccc21
2	-4	-2	2	-13	3	4	3.8	4	CN(C)CCCN(C(=O)c1ccco1)c1nc2c(F)cc(F)cc2s1
10	10	-1	1	1	6	8	0.1	-4	O=C(NN1C(=O)NC2(CCCCC2)C1=O)c1cc(F)cc(F)c1
8	-6	0	0	-6	-1	1	-0.4	0	O=C1c2[nH]nc(-c3ccccc3O)c2C(c2ccc(F)cc2)N1CC1CCCO1 (stereo not given)
-2	-1	-3	0	-5	3	-2	-0.9	-5	Cc1cccc(-n2[nH]c3c4c(ccc3c2=O)C(=O)c2ccccc2C4=O)c1
0	-2	1	1	1	-5	3	-1.3	-6	O=C(NCC(c1cccs1)N1CCOCC1)c1ccc(Cl)cc1 (stereo not given)
-1	-2	-1	-2	-29	-2	3	0.3	-2	CC(C)(CO)Cc1cc(C(C)(C)C)c(O)c(C(C)(C)C)c1
11	-4	-1	1	-21	6	-8	0.0	6	O=C(CCN1C(=O)/C(=C/c2ccc3c(c2)OCO3)SC1=S)Nc1ccccc1
0	1	4	6	-7	-2	-2	0.7	-7	COC(=O)c1ccccc1NC1CC(=O)N(c2c(C)cccc2C)C1=O (stereo not given)
-6	-5	-1	1	-12	-3	4	-0.3	3	CC1CCCCN1S(=O)(=O)c1ccccc1[N+](=O)[O-] (stereo not given)
5	5	-2	2	-7	-4	3	0.0	-1	N#Cc1ccc(-c2csc(NC(=O)c3ccc(S(=O)(=O)N4CCc5ccccc5C4)cc3)n2)cc1

# Part of the list above, tab-delimited.
mol	M1 PAM	CHRM4 PAM	M5 ag	M4 ag	CRFBP-R2 block	CHRM5 PAM	CHRM5 antagonist	CRFR2-BP ag	M4 antag
CCOc1ccccc1-n1c(C)nc2cc(C(=O)O)ccc21	-8	8	0	1	70*	4	0	0.9	-4
CN(C)CCCN(C(=O)c1ccco1)c1nc2c(F)cc(F)cc2s1	2	-4	-2	2	-13	3	4	3.8	4

# More results:
M1 PAM	CHRM4 PAM	M5 ag	M4 ag	CRFBP-R2 block	CHRM5 PAM	CHRM5 antagonist	CRFR2-BP ag	M4 antag	smiles
3	-5	-6	2	-11	-1	-15	-0.9	-5	Cc1cc(C(=O)N/N=C/c2ccc(OCc3ccccc3)cc2)c(C)o1
16	-1	1	2	8	3	0	-3.3	-6	NS(=O)(=O)c1ccc(NC(=O)COC(=O)c2ccc(Cl)cc2[N+](=O)[O-])cc1
10	-2	0	6	1	-6	-11	-0.6	-12	CCOC(=O)c1cccc(Nc2ncnc3ccccc23)c1
6	-7	-13	-2	13	6	15	-0.3	12	COc1cc(C)c(S(=O)(=O)NOCc2ccccc2)c(C)c1C
0	3	2	1	-25	-6	6	3.4	-1	COc1ccc(-c2nc(SC(C)C(=O)Nc3ccc(NC(C)=O)cc3)n[nH]2)cc1 (stereo not given)
4	2	2	0	-3	4	5	-0.5	1	CC(=O)c1ccc(OCCCC(=O)OCC(=O)Nc2ccc3[nH]c(=O)[nH]c3c2)cc1
10	7	5	1	-43	3	-15	9.7	-2	Oc1c(C=Nc2ccccc2)sc2ccccc12
-7	-4	1	-1	-41	-4	6	-1.5	7	CCOC(=O)c1nn(-c2ccc(C)cc2)c(=O)c2c(N)scc12
-1	1	-4	-1	7	-2	2	0.2	-2	Cc1cc(C)c2c(c1)-c1cc(C)nn1C(c1ccc3c(c1)OCO3)N2 (stereo not given)
9	23	2	2	16	-5	6	-0.7	11	CCn1c(SCC(=O)Nc2cccnc2Cl)nnc1-c1ccccc1
-8	-6	2	1	2	-7	8	0.4	1	C=CC[n+]1c(-c2ccc(OCC)cc2)csc1NNC(=O)Nc1ccccc1
x	0	0	3	x	-5	5	x	-1	CC(C)OC(=O)CC(=O)CC(O)c1cccc([N+](=O)[O-])c1 (stereo not given)
0	-5	0	1	101*	-3	5	2.7	2	Nc1ncnc(NNC(=O)CNC(=O)c2c(F)cccc2Cl)c1[N+](=O)[O-]
18	-3	0	0	-6	1	3	-0.9	-7	CC1=C(C(N)=O)C(c2ccccc2F)n2nc(CCCO)nc2N1 (stereo not given)
-4	-2	-9	5	2	-11	-4	-2.4	-18	O=C(Cc1ccccc1F)Nc1nc(-c2cccs2)cs1
3	-3	0	1	1	3	-7	-0.2	-1	CCCCC(=O)Nc1nnc(SCC(=O)NCC2CCCO2)s1 (stereo not given)
-2	-7	-3	-1	10	-5	13	2.4	13	O=C1NC(=Nc2ccc3ccccc3c2)S/C1=C/c1ccco1
7	2	0	1	4	-5	5	-0.5	-8	Cn1c(SCC(=O)NCC2CCCO2)nnc1-c1ccc(S(=O)(=O)N2CCCC2)cc1 (stereo not given)
9	1	-4	2	4	6	-9	2.5	-3	Cc1cc(NS(=O)(=O)c2ccc(NC(=O)c3cc4ccccc4o3)cc2)nc(C)n1
11	-2	-9	4	-6	4	4	0.2	-3	Cc1ccc(OCC(=O)N/N=C\c2c(C)n(C)c3ccccc23)c([N+](=O)[O-])c1
-2	0	0	4	-8	-9	4	14	-5	O=C1COc2ccc(C(=O)/C=C/c3ccccc3)cc2N1
1	1	3	4	-10	-6	5	-0.9	-11	O=C(N/N=C/c1cccnc1)NC12CC3CC(CC(C3)C1)C2
9	2	0	2	-5	-2	8	-2.7	-8	O=C(c1ccc(Br)o1)N1CCC(c2nc3ccccc3[nH]2)CC1
14	0	-3	6	-17	4	9	4.8	-13	COc1ccc(N(CC(=O)NCCOc2ccccc2)S(=O)(=O)c2ccc(C)cc2)cc1
2	-3	5	3	1	-1	4	0.8	4	Cc1cc(NC(=O)c2cccnc2)ccc1Br
-3	6	2	5	x	-3	-4	x	-4	COc1cc(C(O)c2nc(-c3ccc4ccccc4c3)cs2)ccc1F (stereo not given)
15	0	-1	3	5	13	-1	-0.7	-18	Cc1cc(C(=O)Nc2ccc(C(=O)O)cc2)c(C)o1
-9	23	0	4	4	-4	1	-0.9	8	CCOC(=O)C(C(=O)OCC)C(C)(C)/C(C)=N\Nc1ccc([N+](=O)[O-])cc1[N+](=O)[O-]
7	2	-3	1	-1	5	-7	-1.4	-13	O=C(O)CCN1C(=O)C2C3CC(C2C1=O)C1C(c2ccccc2)c2sc(=O)n(-c4ccccc4)c2SC31 (stereo not given)
-1	1	3	12	-14	-2	-1	-1.4	-5	O=C(CCCc1ccccc1)NCCS(=O)(=O)N1CCN(c2ccccc2)CC1
0	2	-2	-1	-7	1	9	2.5	0	CCOC(=O)c1c(NC(=O)COC(=O)Cn2c(C(F)(F)F)nc3ccccc32)sc(C)c1C
2	-4	3	1	x	-3	2	x	3	O=C(NCc1cccnc1)c1cc(C2CCCN(C(=O)c3ccc4c(c3)CCO4)C2)on1 (stereo not given)
6	7	-4	1	5	-4	5	0.5	12	CCN(CC)CCCN1C(=O)C(O)=C(C(=O)c2ccco2)C1c1ccc(C)o1 (stereo not given)
4	3	-2	1	24	-3	-1	-0.8	6	O=C(N/N=C\c1cccc([N+](=O)[O-])c1O)C1COc2ccccc2O1 (stereo not given)
7	5	-2	0	3	5	-7	-1.5	0	CCOC(=O)C1=C(C)N(C)C(=O)NC1c1ccc(C)s1 (stereo not given)
12	-1	-1	0	-2	8	-1	-0.3	9	CC(=O)Nc1ccc(S(=O)(=O)NC(C(=O)O)C(C)O)cc1 (stereo not given)
1	5	2	-2	4	5	6	-0.8	0	CCCc1nc2ccccc2c(C(=O)N(CC)CC(=O)NCc2cccs2)c1CC
3	1	-4	2	4	3	0	-0.2	-1	CCN(C(=O)c1ccc2c(=O)n3c(nc2c1)CCCCC3)c1cc(OC)ccc1OC
4	-4	2	0	15	-4	12	1.1	10	COc1ccc(-c2coc3cc(O[C@@H]4O[C@H](CO)[C@@H](O)[C@H](O)[C@H]4O)ccc3c2=O)cc1
-9	-10	-1	0	24	-5	11	-1.6	4	Cc1ccc(S(=O)(=O)N(CC(=O)Nc2ccc(Cl)c([N+](=O)[O-])c2)C2CCCCC2)cc1

# Part of the list above in order of count of non-hydrogen atoms, descending.
M1 PAM	CHRM4 PAM	M5 ag	M4 ag	CRFBP-R2 block	CHRM5 PAM	CHRM5 antagonist	CRFR2-BP ag	M4 antag	smiles
4	-4	2	0	15	-4	12	1.1	10	COc1ccc(-c2coc3cc(O[C@@H]4O[C@H](CO)[C@@H](O)[C@H](O)[C@H]4O)ccc3c2=O)cc1
9	2	0	2	-5	-2	8	-2.7	-8	O=C(c1ccc(Br)o1)N1CCC(c2nc3ccccc3[nH]2)CC1
15	0	-1	3	5	13	-1	-0.7	-18	Cc1cc(C(=O)Nc2ccc(C(=O)O)cc2)c(C)o1

# Continued:
M1 PAM	CHRM4 PAM	M5 ag	M4 ag	CRFBP-R2 block	CHRM5 PAM	CHRM5 antagonist	CRFR2-BP ag	M4 antag	smiles
1	0	0	1	-6	-2	6	4.0	-4	O=C(CNCc1ccc(Cl)cc1)Nc1ccc(C(=O)N2CCCCC2)cc1
3	-3	-2	2	0	-8	16	1.4	-2	COc1cccc(CNS(=O)(=O)c2ccc3c(c2)N(C(C)=O)CCO3)c1
10	0	2	3	-25	-3	-16	2.4	-16	O=C(COC(=O)C12CC3CC(CC(O)(C3)C1)C2)NC12CC3CC(CC(C3)C1)C2
8	9	-1	1	-2	-5	4	0.9	6	O=C1CCCCCN1C(=O)c1cccc(C(=O)N2CCCCCC2=O)c1
1	5	-5	9	9	-9	3	-4.7	-13	O=C(COC(=O)C(Cc1ccccc1)NC(=O)c1cccs1)NCc1ccccc1 (stereo not given)
